PAX8 reporter = inhibitors of PAX8-driven TPO luciferase reporter, primary screen, RMG-I cells, single concentration; 360,000 tested, 1.2% active; SteadyGlo, 24 h; inhibition, % at 12.6 µM;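 active = mean replicate inhibition at least 60% with every replicate also reaching 60%; inconclusive = only one of the two criteria is met; inactive = mean below 60% and not all replicates reaching 60%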;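 also: luciferase light reporting Pax8 driven TPO promoter activity; plate controls were median of neutral control wells for no effect and mitoxantrone controls for full effect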
DENV2 CPE = inhibitors of DENV2 cytopathic effect, primary screen, cell-based, plate reader, single concentration; DENV2-infected cells, cytopathic effect rescue; CPE inhibition, % at 9.99 µM; 350,000 tested, 1.7% active; in the data active = CPE inhibition above about 20%, passing the limit was not always enough; inconclusive = no clear call, values can overlap the other calls; tested in BHK-21 cells;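 also: 0% = median of neutral control wells and 100% = median of positive control wells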
miR122 inh = miR-122 Renilla sensor signal increase in Huh7, primary screen, miR-122 inhibitor project, cell-based, single point, plate reader; AID 602342, 2012; 340,000 tested, 0.3% active; activation (reporter increase), % at 12.5 µM; Huh7 miR-122 Renilla luciferase sensor, 48 h; neutral wells = 0, positive control = 100;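 active = mean replicate activation score at least 90 and every replicate individually at or above 90; inconclusive = only one of the two criteria met; inactive = neither criterion met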;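 also: higher luciferase means less miR-122 activity so hits act as miR-122 inhibitors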
FN deposition inh = inhibitors of fibronectin matrix deposition, primary screen, AH1F cells, Alexa488-fibronectin fluorescence, plate reader | AH1F fibroblasts, overnight | 350,000 tested, 0.086% active | AID 743247, 2014 | inhibition, % at 12.6 µM;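 active = mean inhibition across replicates of 30% or more, regardless of how many single replicates reach that level; inconclusive = mean under 30% yet at least half of replicates reach 30%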;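 also: positive control wells lacked labelled fibronectin entirely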
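Material: AH1F fibroblast monolayer depositing Alexa488-labelled fibronectin into matrix | Input: 10000 AH1F cells/well | Medium: DMEM plus 2% serum, read in PBS | Reagent: Alexa488-fibronectin, 24 nM final in well | Compound dosing: One dose per compound, pinned | Schedule: 1 h adhesion, overnight exposure | Measured by: Fluorescence at 485 nm excitation, 525 nm emission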
EWS-Fli block = EWS/Fli-driven NR0B1 reporter inhibitors, primary screen, A673 cells, NR0B1 luciferase, luminescence, MLPCN library. viability-normalised. inhibition, % at 12.6 µM. 350,000 tested, 0.67% active;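 active = mean inhibition of at least 50% after viability correction, with every replicate also passing that limit; inconclusive = mean reaches 50% but only one of two replicates passes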;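 also: firefly luciferase signal divided by Alamar Blue viability fluorescence both relative to DMSO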
F508del corr = F508del CFTR correction, initial screen, CFBE line, single point. 350,000 tested, 0.36% active. activity (quench increase), % at 7.58 µM. CFBE cells, YFP halide quenching; stimulated with forskolin plus potentiator P3; % fluorescence drop versus neutral controls;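 active = mean added fluorescence quench of at least 8% versus neutral control, with both replicates also reaching 8%; inconclusive = only one of the mean or replicate conditions met; inactive = mean below 8% and not both replicates reaching 8%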;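 also: cells transiently co-express mutant CFTR-F508del with the halide-sensitive YFP; corrector assay measuring rescue of mutant channel to the surface after 24 h compound exposure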
GSIS activator = GLuc luminescence reporter in INS-1E cells, primary screen for activators of glucose-dependent secretion of insulin. INS-1E GLuc reporter insulin secretion, 2-3 h. activation, % at 16.6 µM. 370,000 tested, 0.61% active. AID 743287, 2014;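 active = lowest replicate activation of at least 40%, so every replicate reaches that level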;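 also: 0% = median of neutral control wells and 100% = median of IBMX positive control wells; some compounds called inactive have numbers as strong as hits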
* marks the source's active call; other numbers are inactive results; ? = inconclusive; . = no result given; & = joins results of further samples; [ ] = remark or other dose.

Start of the data: the first 5 entries, to show the layout:
Assay codes: A = PAX8 reporter; B = DENV2 CPE; C = miR122 inh; D = FN deposition inh; E = EWS-Fli block; F = F508del corr; G = GSIS activator
compound: Cc1noc(C)c1S(=O)(=O)N(C)C[C@H]1Oc2ccc(NC(=O)C3CC3)cc2CC(=O)N([C@@H](C)CO)C[C@@H]1C
  A: 15	B: 10	C: 14[16.7 µM]	D: .	E: 11	F: -4.5	G: 17

compound: COc1ccc(CCCC(=O)N/N=C/c2cccc(OC)c2O)cc1C
  A: 29	B: ?	C: .	D: 12	E: 11	F: .	G: .

compound: N#C[C@H]1[C@@H](c2ccccc2/C=C/c2ccccc2)[C@@H](CO)N1C(=O)Nc1ccccc1
  A: .	B: 4	C: .	D: 3	E: 15	F: -0.3	G: -3

compound: CC(C)N1CCC1(C)C(=O)Nc1ccc(-n2cccc2)cc1 (configuration not stated)
  A: -14	B: -2	C: 2	D: -1	E: -9	F: 1.8	G: 8

compound: CS/C(=C(/C#N)S(=O)(=O)c1ccc(Cl)cc1)N1CCOCC1
  A: 2	B: 3	C: 1	D: 0	E: 5	F: -1.3	G: 13

The listing (from the top)
Assay codes: A = PAX8 reporter; B = DENV2 CPE; C = miR122 inh; D = FN deposition inh; E = EWS-Fli block; F = F508del corr; G = GSIS activator
compound: Cc1noc(C)c1S(=O)(=O)N(C)C[C@H]1Oc2ccc(NC(=O)C3CC3)cc2CC(=O)N([C@@H](C)CO)C[C@@H]1C
  A: 15	B: 10	C: 14[16.7 µM]	D: .	E: 11	F: -4.5	G: 17

compound: COc1ccc(CCCC(=O)N/N=C/c2cccc(OC)c2O)cc1C
  A: 29	B: ?	C: .	D: 12	E: 11	F: .	G: .

compound: N#C[C@H]1[C@@H](c2ccccc2/C=C/c2ccccc2)[C@@H](CO)N1C(=O)Nc1ccccc1
  A: .	B: 4	C: .	D: 3	E: 15	F: -0.3	G: -3

compound: CC(C)N1CCC1(C)C(=O)Nc1ccc(-n2cccc2)cc1 (configuration not stated)
  A: -14	B: -2	C: 2	D: -1	E: -9	F: 1.8	G: 8

compound: CS/C(=C(/C#N)S(=O)(=O)c1ccc(Cl)cc1)N1CCOCC1
  A: 2	B: 3	C: 1	D: 0	E: 5	F: -1.3	G: 13

compound: C[C@H]1CCCCO[C@H](CN(C)C(=O)Nc2ccccc2)[C@@H](C)CN([C@@H](C)CO)C(=O)c2cc(NS(=O)(=O)c3cn(C)cn3)ccc2O1
  A: -1	B: 10	C: -1[16.7 µM]	D: 0	E: -9	F: -1.9	G: 9

compound: COc1ccc(-c2nnc(NC(=O)CSc3ccc(C)cc3)s2)cc1OC
  A: 7	B: -5	C: .	D: -4	E: 3	F: .	G: 11

compound: Cc1ccc(Cl)cc1S(=O)(=O)N1CCC(C(=O)NC2CCN(Cc3ccccc3)CC2)CC1
  A: -7	B: ?	C: -6	D: -4	E: 25	F: -0.3	G: 1

compound: C[C@@H]1CN([C@H](C)CO)C(=O)c2cc(C3=CCCCC3)cnc2O[C@@H]1CN(C)Cc1ccncc1
  A: 20	B: -6	C: .	D: .	E: -7	F: 0.3	G: 3

compound: O=C(NCCSc1ccc(Cl)cc1)c1ccc(CN2CCOCC2)cc1
  A: -3	B: 1	C: .	D: 6	E: -35	F: -0.6	G: -11

compound: O=C(CN1CCN(Cc2ccc(F)cc2Cl)C1=O)NCc1cccs1
  A: 1	B: -2	C: -7	D: 0	E: 2	F: -0.4	G: -10

compound: C[C@@H]1CN([C@@H](C)CO)C(=O)c2cccc(N(C)C)c2O[C@@H]1CN(C)Cc1ccncc1
  A: .	B: -13	C: -6[16.7 µM]	D: 14	E: -2	F: 0.0	G: 10

compound: CN1CCN(NC(=O)Nc2cccc(Cl)c2Cl)CC1
  A: 3	B: -4	C: 0	D: -11	E: 5	F: 3.9	G: -6

compound: COc1ccccc1CNC(=O)CCCn1nc(C)n2ccnc2c1=O
  A: 9	B: 4	C: -2	D: 4	E: -6	F: -1.0	G: .

compound: COC(=O)C(NC(C)=O)(Nc1ccc(Br)cc1)C(=O)OC
  A: .	B: 1	C: -6	D: .	E: 10	F: 1.2	G: 3

compound: O=C(Nc1ccc2c(c1)OCO2)N1CCN(c2ccc(F)cc2)CC1
  A: -101	B: 4	C: .	D: -5	E: -40	F: .	G: -3

compound: C[C@H](CO)N1C[C@H](C)[C@@H](CN(C)S(=O)(=O)c2ccccc2)Oc2ccc(NC(=O)Nc3ccc(C(F)(F)F)cc3)cc2C1=O
  A: 18&52	B: 0&-3	C: -11	D: -2	E: -28&-3	F: -2.5&0.5	G: -12&-6

compound: O=S1(=O)NC(=NCCOCCO)c2ccccc21
  A: -12	B: .	C: .	D: -7	E: 1	F: -1.9	G: 5

compound: Cc1cc(S(=O)(=O)N2CCOCC2)ccc1OCC(=O)N1CCCCC1
  A: -3	B: ?	C: -9	D: -4	E: 2	F: -0.5	G: -4

compound: CO[C@H]1CN(C)C(=O)c2cc(NS(=O)(=O)c3cn(C)cn3)ccc2OC[C@@H](C)N(Cc2cccc(F)c2)C[C@@H]1C
  A: -4	B: -3	C: .	D: 8	E: -3	F: -2.9	G: 5

compound: OCCN1CCN(CC#CCC(c2ccccc2)c2ccccc2)CC1
  A: -3	B: 1	C: -1	D: -6	E: 0	F: 1.6	G: 5

compound: CN(C)C(=O)C[C@H]1CC[C@@H](NC(=O)C2CC2)[C@@H](CO)O1
  A: .	B: 2	C: .	D: -19	E: -1	F: 2.0	G: 13

compound: O=C(O)CSC(=S)N1CCCC1
  A: 4	B: -1	C: -9	D: 12	E: 1	F: -2.9	G: 42

compound: CCCOc1ccc(C(=O)NCCc2ccccc2)cc1
  A: -8	B: -5	C: 2	D: -5	E: 47	F: .	G: 0

compound: Cc1cccc(OCCNC(=O)c2cc(C3CC3)nc3c2cnn3C(C)C)c1
  A: -13	B: 18	C: -3	D: 0	E: -7	F: .	G: .

A second format for some results above.
Each structure is followed by: PAX8 reporter, DENV2 CPE, miR122 inh, FN deposition inh, EWS-Fli block, F508del corr, GSIS activator
- COc1ccccc1CNC(=O)CCCn1nc(C)n2ccnc2c1=O
→ 9, 4, -2, 4, -6, -1.0, .
- COC(=O)C(NC(C)=O)(Nc1ccc(Br)cc1)C(=O)OC
→ ., 1, -6, ., 10, 1.2, 3

(next part)
Assay codes: A = PAX8 reporter; B = DENV2 CPE; C = miR122 inh; D = FN deposition inh; E = EWS-Fli block; F = F508del corr; G = GSIS activator
compound: O=S(=O)(NCc1ccc(F)cc1)c1ccc2c(c1)OCCO2
  A: 17	B: .	C: 46	D: -10	E: .	F: .	G: .

compound: CCCNC(=O)N1[C@@H](C#N)[C@@H](c2ccc(-c3ccccc3F)cc2)[C@@H]1CO
  A: 13	B: 1	C: .	D: 3	E: 6	F: -3.1	G: -19

compound: Cc1cc(Nc2ccc(F)cc2C)n2ncnc2n1
  A: 3	B: 1	C: .	D: 8	E: -2	F: 1.5	G: 10

compound: CCOc1cccc(/C=C/c2cc(C(=O)O)c3ccccc3n2)c1OC
  A: -31	B: 2	C: .	D: -10	E: 0	F: -0.2	G: -16

compound: CCS(=O)(=O)NC[C@@H]1[C@@H](c2ccccc2)[C@@H](CO)N1CC1CCCC1
  A: .	B: 2	C: .	D: -15	E: -1	F: -0.4	G: 1

compound: CCCN(Cc1ccccc1)C(=S)Nc1ccc(C(C)=O)cc1
  A: -11	B: 3	C: 1	D: 2	E: 15	F: -1.5	G: -1

compound: c1ccc(CCc2cccnc2)cc1
  A: -13	B: -6	C: -8	D: .	E: -10	F: 1.8	G: 4

compound: CCC(=O)N(Cc1cc(=O)[nH]c2ccccc12)c1ccccc1
  A: 19	B: 4	C: -6	D: 3	E: 16	F: -0.9	G: 8

compound: COc1ccc(NC(=O)[C@@H](NS(=O)(=O)c2cccc(Cl)c2)C(C)C)cc1S(=O)(=O)N1CCOCC1
  A: 4	B: -2	C: 11	D: 0	E: 3	F: 2.5	G: 11

compound: COCC#Cc1ccc2c(c1)O[C@@H](CN(C)S(=O)(=O)c1ccc(C)cc1)[C@@H](C)CN([C@H](C)CO)S2(=O)=O
  A: .	B: -9	C: -13[16.7 µM]	D: 2	E: 2	F: -0.3	G: 1

compound: CO[C@@H]1CN(C)C(=O)c2ccc(NC(=O)Nc3cc(F)ccc3F)cc2OC[C@H](C)NC[C@H]1C
  A: .	B: 11	C: 0[16.7 µM]	D: -4	E: 4	F: 0.4	G: -21

compound: CO[C@H]1CN(C)C(=O)c2cc(NC(=O)Nc3cccc(F)c3)ccc2OC[C@@H](C)N(C(=O)C2CC2)C[C@H]1C
  A: 10	B: .	C: 6[16.7 µM]	D: 1	E: 15	F: 0.5	G: -16

compound: Cc1cc(-n2nc(C)cc2C)n2ncc(-c3ccccc3)c2n1
  A: -81	B: .	C: 20	D: 1	E: .	F: .	G: .

compound: CCOC(=O)C1C(CC)NC(=S)NC1(C)O (configuration not stated)
  A: 11	B: 3	C: -7	D: .	E: 5	F: 0.2	G: 8

compound: C[C@@H]1CN([C@H](C)CO)S(=O)(=O)c2ccc(C#CCN(C)C)cc2O[C@@H]1CN(C)Cc1cccnc1
  A: .	B: 14	C: 7[16.7 µM]	D: 12	E: -1	F: -2.0	G: 5

compound: COc1ccc(C)cc1N(CC(=O)N1CCCC1)S(=O)(=O)c1ccccc1
  A: 11	B: ?	C: .	D: -1	E: 1	F: -1.5	G: 5

compound: CCCCN1C(=O)CCC(C(=O)O)C1c1ccccc1 (configuration not stated)
  A: -7	B: .	C: 0	D: 2	E: .	F: .	G: .

compound: CCCc1cn(CC[C@H]2CC[C@H](NC(=O)Nc3ccccc3F)[C@H](CO)O2)nn1
  A: 8	B: 16	C: -7[16.7 µM]	D: 6	E: 1	F: -1.1	G: 13

compound: COC(=O)C[C@H]1C=C[C@H](NC(=O)Nc2ccc(C(F)(F)F)cc2)[C@H](CO)O1
  A: -6	B: -2	C: .	D: 5	E: -44	F: 1.6	G: -1

compound: CC1CCN(C2CCN(S(=O)(=O)c3ccc(C(F)(F)F)cc3)CC2)CC1
  A: -4	B: 11	C: -4	D: -3	E: 5	F: -0.3	G: -4

compound: O=c1cc(N2CCc3ccccc3C2)[nH]c(=O)n1Cc1ccc(F)cc1
  A: .	B: 2	C: 1	D: .	E: 0	F: -3.7	G: 4

compound: CC(C)CC#Cc1ccc2c(c1)O[C@H](CN(C)S(=O)(=O)c1cccc(F)c1)[C@@H](C)CN([C@H](C)CO)S2(=O)=O
  A: .	B: -5	C: 20[16.7 µM]	D: .	E: 19	F: -1.4	G: -29

compound: COc1ccc(-c2cn[nH]c2C)cc1
  A: -7	B: 0	C: -5	D: 8	E: -4	F: -1.9	G: 6

compound: Cc1ccc(NC(=O)c2ccccc2Cl)cc1-n1cnnn1
  A: 6	B: 7	C: .	D: -9	E: -9	F: 2.3	G: -2

compound: O=Cc1ccc(N2N=C(c3ccccc3)CC2c2ccccc2)cc1 (configuration not stated)
  A: 29	B: 5	C: .	D: -3	E: 8	F: -2.6	G: -12

compound: C[C@@H]1CN([C@H](C)CO)C(=O)c2cc(NC(=O)Cn3cnnn3)ccc2O[C@@H]1CN(C)Cc1ccc(C(=O)Nc2ccccc2N)cc1
  A: .	B: 17	C: -3[16.7 µM]	D: -4	E: 6	F: -1.3	G: 9

compound: CC1(C)CC(=O)C(C=NCCN2CCN(CC(=O)Nc3ccc(F)cc3)CC2)=C(O)C1
  A: 15	B: -6	C: .	D: -2	E: 12	F: 0.2	G: 0

compound: Clc1ccccc1CNCc1ccc2c(c1)OCO2
  A: -38	B: -2	C: -3	D: -14	E: -25	F: 0.1	G: 45
